From PubChem
KinaseGlo FLuc = blocks Kinase-Glo luciferase, a counter-screen artifact. Q27757. Kinase-Glo luciferase, ATP luminescence, 8 min. Potency, µM (series often up to 38.3 µM), inactives show at the highest dose activity change, negative = inhibition, hits mostly inhibitors. 200,000 tested, 0.28% active. AID 1379; further: potency means the concentration at half of the fitted maximal effect; on the % scale 0 is the no-effect control and ±100 the full control effect; nearly all actives have a fitted effect of over 60% in size
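Kinase-Glo luciferase light output from ATP and luciferin was measured with 10 uM ATP, within the enzyme's linear range. Buffer: 50 mM imidazole pH 7.2, 50 mM KCl, 7 mM MgCl2, 0.01% Tween 20, 0.05% BSA; luminescence read after 8 min at ambient temperature.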
L3MBTL1 block = blocks human L3MBTL1 | Q9Y468 | AlphaScreen L3MBTL1–H3K9me1 peptide binding | Potency, µM (titrated, usually from 57.1 µM), without a hit: at the top dose activity, negative = inhibition, usual class: inhibitors | 230,000 tested, 0.66% active | AID 485360; further: potency means the concentration at half of the fitted maximal effect; on the % scale 0 is the no-effect control and ±100 the full control effect; nearly all actives have a fitted effect of over 60% in size
Target sequence (Q9Y468 whole entry, looked up): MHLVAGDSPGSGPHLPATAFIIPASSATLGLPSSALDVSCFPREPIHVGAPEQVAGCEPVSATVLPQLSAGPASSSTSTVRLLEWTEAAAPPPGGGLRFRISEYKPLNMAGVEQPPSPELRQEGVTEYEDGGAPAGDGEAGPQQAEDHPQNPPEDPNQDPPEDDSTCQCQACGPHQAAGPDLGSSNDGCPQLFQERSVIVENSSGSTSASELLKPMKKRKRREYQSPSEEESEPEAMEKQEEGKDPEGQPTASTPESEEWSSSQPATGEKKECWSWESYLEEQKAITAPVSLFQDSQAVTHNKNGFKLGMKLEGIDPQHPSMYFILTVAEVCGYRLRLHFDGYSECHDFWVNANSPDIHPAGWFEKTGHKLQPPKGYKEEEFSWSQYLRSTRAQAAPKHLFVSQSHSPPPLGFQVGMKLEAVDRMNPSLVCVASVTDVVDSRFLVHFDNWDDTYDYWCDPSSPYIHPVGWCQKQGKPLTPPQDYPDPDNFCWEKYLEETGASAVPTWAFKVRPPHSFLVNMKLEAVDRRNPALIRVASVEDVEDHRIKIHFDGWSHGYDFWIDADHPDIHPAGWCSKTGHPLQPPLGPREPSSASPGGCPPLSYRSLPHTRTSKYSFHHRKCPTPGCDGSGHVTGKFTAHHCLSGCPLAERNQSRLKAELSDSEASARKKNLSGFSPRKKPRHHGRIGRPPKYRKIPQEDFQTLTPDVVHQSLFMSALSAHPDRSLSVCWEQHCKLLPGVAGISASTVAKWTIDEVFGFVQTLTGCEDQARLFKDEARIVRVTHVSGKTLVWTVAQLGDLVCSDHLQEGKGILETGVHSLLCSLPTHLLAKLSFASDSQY
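L3MBTL1 50 nM + b-AHA-H3(1-15)K9me1 75 nM, 30 min RT; compound added, 30 min RT; streptavidin donor/Ni-chelate acceptor beads 10 ug/mL each final, 30 min RT dark; AlphaScreen read.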
Epigenetic derep = epigenetic control regulation, reporter derepression; 280,000 tested, 0.2% active; Potency, µM (top dose mostly 53.9 µM), for inactives: at the highest dose GFP activation, most hits filed as activators; murine LDR cells, GFP reporter derepression, 30 h; further: potency means the concentration at half of the fitted maximal effect; % of control where 0% means no effect; nearly all actives have a fitted effect of over 60% in size
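Readout is the number of GFP-expressing murine LDR cells, counted by cytometry following washing. Cells were treated with compound for 30 h at 37 C; the stably integrated CMV-GFP locus is normally silent.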
IMPase Li cell = membrane-permeable IMPase blocker, potentiated with lithium; CHO-M1 cells, IP1 TR-FRET (IP-One), carbachol + lithium; Potency, µM (series often up to 59.4 µM), for the others: at the highest dose activity, negative = IMPase inhibition, hits mostly inhibitors; 210,000 tested, 0.35% active;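 further: IP1 builds up when IMPase is blocked and the TR-FRET signal falls; potency means the concentration at half of the fitted maximal effect; plate controls were basal vehicle for no effect and high inhibitor control for full effect; nearly all actives have a fitted effect of over 50% in size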
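Concentration–response in CHO-M1 cells, lithium-potentiated; 30 min at 37C. IP1 detected by competitive TR-FRET after 10 min lysis at RT. Hill-fitted AC50.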
HttQ103 aggreg = inhibitors of mutant huntingtin aggregate formation in PC12 cells; PC12 HttQ103-GFP aggregates, Acumen cytometry, 40 h; Potency, µM (top dose mostly 46.1 µM), without a hit: at the highest dose activity change, negative = inhibition, usual class: inhibitors; 220,000 tested, 1.1% active; further: potency means the concentration at half of the fitted maximal effect; on the % scale 0 is the no-effect control and ±100 the full control effect; nearly all actives have a fitted effect of over 60% in size
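PC12 cells with ecdysone-inducible HTT exon1 Q103-GFP, induced by 100 nM tebufenozide, given compounds in a concentration series. GFP aggregates (1–25 um, 6 SD above background) counted in lysates by laser-scanning cytometry, 488 nm excitation.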
NPSR antag = neuropeptide S receptor (human) antagonism, cAMP | Q6W5P4 | 220,000 tested, 1% active | AID 1461 | Potency, µM (top dose mostly 38.3 µM), for inactives: at the highest dose activity change, negative = inhibition, usual class: inhibitors | CHO-NPSR cells, cAMP TR-FRET, antagonist mode; further: potency means the concentration at half of the fitted maximal effect; on the % scale 0 is the no-effect control and ±100 the full control effect; nearly all actives have a fitted effect of over 50% in size; many of its hits are not listed in these tables
CBFb RUNX1 block = inhibitors of human CBF-beta and RUNX1 interaction; Q01196+Q13951; 230,000 tested, under 10 active; Potency, µM (doses to about 59.8 µM), for the others: at the highest dose activity, negative = inhibition, usual class: inhibitors; AlphaScreen CBFb-His/RUNX1-biotin binding, biochemical; further: % of control where 0% means no effect
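Bead-based AlphaScreen assay; binding partners His-tagged CBF-beta and biotinylated RUNX1 at 30 nM each. Compound exposure 15 min after a 20-min protein preincubation; bead step 90 min; all steps at room temperature.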
Active calls of the source: *; & = joins results of further samples; [ ] = remark or other dose. The call rests on the fitted dose curve; in most records, active means well fitted curve in the direction sought with a large enough effect; inconclusive means small, poorly fitted or top-dose-only effect, or another doubt; inactive means no such curve, though single readings can be large; an effect the other way counts as inactive or inconclusive.

O=C(NOC(=O)c1ccccc1)c1ccccc1 was read as L3MBTL1 block 7%, Epigenetic derep -0.3%, HttQ103 aggreg -2%[9.22 µM], NPSR antag -12% and CBFb RUNX1 block 2%.
CNCc1cc(Cl)cc(OC)c1OC(C)C was read as KinaseGlo FLuc 1%, L3MBTL1 block 4%[11.4 µM], Epigenetic derep -0.3%, IMPase Li cell 11%, HttQ103 aggreg 10%, NPSR antag 10% and CBFb RUNX1 block 3%.
For NC(=S)N/N=C/c1coc2ccc(Cl)cc2c1=O the results were KinaseGlo FLuc -5%, L3MBTL1 block -1%, Epigenetic derep 1.1%, IMPase Li cell 12%, NPSR antag -15% and CBFb RUNX1 block 2%.
O=C(Nc1ccc(Oc2ccccc2)cc1)c1cnc2n(c1=O)CCS2 was read as KinaseGlo FLuc 0%, Epigenetic derep -1.2%, IMPase Li cell 8%[38.3 µM], HttQ103 aggreg inconclusive, NPSR antag 1%[46.1 µM] and CBFb RUNX1 block 0%.
`Cc1ccc(C2Nc3ccccc3NC3=C2C(=O)OC(C)C3)cc1` (stereo unspecified) gave KinaseGlo FLuc 0%, L3MBTL1 block 2%, Epigenetic derep 4.7%, IMPase Li cell 0%, HttQ103 aggreg 8%, NPSR antag 5% and CBFb RUNX1 block 5%.
c1cc(C2OCCN2CC2COC3(CCCC3)O2)ccn1 (stereo unspecified) was read as KinaseGlo FLuc 0%, Epigenetic derep 0.0%, IMPase Li cell 5%[38.3 µM], HttQ103 aggreg -5%, NPSR antag -4%[46.1 µM] and CBFb RUNX1 block 7%.
For O=c1[nH]c2ccccc2nc1/C=C/c1ccc(F)cc1 the results were L3MBTL1 block 59%[activator], Epigenetic derep inconclusive, IMPase Li cell -4%, HttQ103 aggreg -1%[9.22 µM], NPSR antag 31% and CBFb RUNX1 block inconclusive.
Screening CC(=O)c1cccc(NC(=O)COC(=O)C2=COCCO2)c1 returned KinaseGlo FLuc -1%, L3MBTL1 block 10%, Epigenetic derep 1.7%, IMPase Li cell 6%, HttQ103 aggreg 12%, NPSR antag 10% and CBFb RUNX1 block 9%.
`COc1ccc(C)c2sc(NNC(=O)COc3ccccc3)nc12` gave KinaseGlo FLuc 3%, L3MBTL1 block -1%, Epigenetic derep 0.3%, IMPase Li cell 2%, HttQ103 aggreg 21%, NPSR antag 5% and CBFb RUNX1 block -5%.
For Cc1cccc(OCCNc2cc(N3CCOCC3)ccc2[N+](=O)[O-])c1 the results were KinaseGlo FLuc 3%, L3MBTL1 block -23%, Epigenetic derep 0.0%, IMPase Li cell 8%, HttQ103 aggreg -24%, NPSR antag -4%[46.1 µM] and CBFb RUNX1 block inconclusive.
For CCOc1ccc(CCNC(=O)C2CCN(C(=O)N(C)C)CC2)cc1OCC the results were KinaseGlo FLuc 3%, L3MBTL1 block 8%, Epigenetic derep -0.9%, IMPase Li cell -5%, HttQ103 aggreg -5%, NPSR antag -12%[46.1 µM] and CBFb RUNX1 block 1%.
For CCCCN(CC)CCNC(=O)C1c2cc(OC)c(OC)cc2C(=O)N2CCc3ccccc3C12 (stereo unspecified) the results were KinaseGlo FLuc 4%, L3MBTL1 block inconclusive, Epigenetic derep 0.0%, IMPase Li cell 6%[38.3 µM], HttQ103 aggreg -4%, NPSR antag 7%[46.1 µM] and CBFb RUNX1 block -1%.
`CC(C)(C)NC(=O)NC(=O)COC(=O)COc1ccc2c(c1)CCC2` gave KinaseGlo FLuc 0%, L3MBTL1 block -3%, Epigenetic derep -0.7%, IMPase Li cell 5%[38.3 µM], HttQ103 aggreg 7%, NPSR antag -8%[46.1 µM] and CBFb RUNX1 block 7%.
Screening Cc1cc(Cl)ccc1OCC(=O)N1CCN(c2ncccn2)CC1 returned KinaseGlo FLuc 1%, L3MBTL1 block 2%, Epigenetic derep 1.7%, IMPase Li cell 21%, HttQ103 aggreg 25%, NPSR antag -1% and CBFb RUNX1 block 4%.
O=C(/C=C/c1ccco1)N/C(=C\c1ccco1)C(=O)NCCc1nc2ccccc2[nH]1 was read as KinaseGlo FLuc -4%, L3MBTL1 block inconclusive, Epigenetic derep -0.9%, IMPase Li cell inconclusive, HttQ103 aggreg inconclusive, NPSR antag 1% and CBFb RUNX1 block 2%.
O=C(CCCSc1nc2ccccc2c(=O)[nH]1)c1ccc(F)cc1 was read as KinaseGlo FLuc 0%, L3MBTL1 block 7%, Epigenetic derep -0.4%, IMPase Li cell 8%, HttQ103 aggreg -20%, NPSR antag inconclusive and CBFb RUNX1 block 0%.
`COc1ccc(Cn2c(-c3ccc(Cl)cc3)c[n+]3ccccc23)cc1` gave KinaseGlo FLuc -1%, L3MBTL1 block 4%, Epigenetic derep 1.1%, IMPase Li cell 15%, HttQ103 aggreg inconclusive, NPSR antag 9% and CBFb RUNX1 block -8%.
`CCn1c(COc2ccc(=O)n(-c3ccccc3)n2)nnc1SCC(=O)OC` gave KinaseGlo FLuc 0%, L3MBTL1 block 10%, Epigenetic derep -2.6%, IMPase Li cell -5%, HttQ103 aggreg -5%, NPSR antag 13% and CBFb RUNX1 block -18%.
For O=C(CCc1ccc(S(=O)(=O)N2CCOCC2)cc1)NCCCN1CCCC1=O the results were KinaseGlo FLuc -6%, L3MBTL1 block 6%, Epigenetic derep -0.2%, IMPase Li cell 0%[38.3 µM], HttQ103 aggreg 3%, NPSR antag 5%[46.1 µM] and CBFb RUNX1 block 5%.
Screening Cc1ccccc1N=CC=C1OC(C)(C)C(C)(C)O1 returned KinaseGlo FLuc 5%, L3MBTL1 block -9%, Epigenetic derep 0.0%, IMPase Li cell -4%, HttQ103 aggreg 11%, NPSR antag -49% and CBFb RUNX1 block 6%.
`O=C(COc1cccc(F)c1)N[C@@H](Cc1ccccc1)c1nc2ccccc2[nH]1` gave KinaseGlo FLuc 0%, L3MBTL1 block 1%, Epigenetic derep 0.0%, IMPase Li cell 3%, HttQ103 aggreg 1%, NPSR antag -10% and CBFb RUNX1 block -2%.
For O=C(O)CSc1nc2c(c(C(F)(F)F)n1)CCCC2 the results were KinaseGlo FLuc 1%, L3MBTL1 block 7%&7%, Epigenetic derep -2.6%&7.3%, IMPase Li cell 6%, HttQ103 aggreg -16%[9.22 µM], NPSR antag -3%&-3% and CBFb RUNX1 block 6%&5%.
Screening CCN(CC)CCNC(=O)NC(=O)c1ccc(Cl)cc1 returned KinaseGlo FLuc 0%, L3MBTL1 block -6%, Epigenetic derep 3.2%, IMPase Li cell -3%, HttQ103 aggreg -7%, NPSR antag 7% and CBFb RUNX1 block 4%.
`Cc1cccc2nc(CSc3nc4ccc([N+](=O)[O-])cc4[nH]3)c(Br)n12` gave KinaseGlo FLuc 2%, L3MBTL1 block -3%, Epigenetic derep 0.0%, IMPase Li cell 19%, HttQ103 aggreg -38%, NPSR antag -10%[46.1 µM] and CBFb RUNX1 block -9%.

Some of these compounds in order of number of heavy atoms, high to low:
`O=C(COc1cccc(F)c1)N[C@@H](Cc1ccccc1)c1nc2ccccc2[nH]1` gave KinaseGlo FLuc 0%, L3MBTL1 block 1%, Epigenetic derep 0.0%, IMPase Li cell 3%, HttQ103 aggreg 1%, NPSR antag -10% and CBFb RUNX1 block -2%.
`CCn1c(COc2ccc(=O)n(-c3ccccc3)n2)nnc1SCC(=O)OC` gave KinaseGlo FLuc 0%, L3MBTL1 block 10%, Epigenetic derep -2.6%, IMPase Li cell -5%, HttQ103 aggreg -5%, NPSR antag 13% and CBFb RUNX1 block -18%.
O=C(CCCSc1nc2ccccc2c(=O)[nH]1)c1ccc(F)cc1 was read as KinaseGlo FLuc 0%, L3MBTL1 block 7%, Epigenetic derep -0.4%, IMPase Li cell 8%, HttQ103 aggreg -20%, NPSR antag inconclusive and CBFb RUNX1 block 0%.
Screening Cc1ccccc1N=CC=C1OC(C)(C)C(C)(C)O1 returned KinaseGlo FLuc 5%, L3MBTL1 block -9%, Epigenetic derep 0.0%, IMPase Li cell -4%, HttQ103 aggreg 11%, NPSR antag -49% and CBFb RUNX1 block 6%.

Additional entries.
`Cc1cc(C)c2c(N=NN(C)C)[nH]nc2n1` gave KinaseGlo FLuc -5%, L3MBTL1 block 3%, Epigenetic derep -1.3%, IMPase Li cell -11%[38.3 µM], HttQ103 aggreg 16%, NPSR antag -2%[46.1 µM] and CBFb RUNX1 block 1%.
CCOC(=O)C1CCCN(c2cc(NCCCO)c([N+](=O)[O-])c3nonc23)C1 (stereo unspecified) was read as KinaseGlo FLuc 1%, L3MBTL1 block 4%, Epigenetic derep 0.0%, IMPase Li cell 0%, HttQ103 aggreg 8%, NPSR antag -6% and CBFb RUNX1 block 0%.
For O=C(Cn1cc2c(n1)CCCCC2)Nc1c(F)cc(F)cc1Br the results were Epigenetic derep 0.1%, HttQ103 aggreg -9%[9.22 µM], NPSR antag 9% and CBFb RUNX1 block 14%.
Cc1ccc(NC(=O)Cn2nnc(C(=O)NCc3ccccc3)c2N)cc1C was read as KinaseGlo FLuc 1%, L3MBTL1 block -10%[11.4 µM], Epigenetic derep 0.0%, IMPase Li cell 24%[38.3 µM], HttQ103 aggreg -6%, NPSR antag 3%[46.1 µM] and CBFb RUNX1 block 3%.
Clc1ccc(-n2cccc2)cn1 was read as KinaseGlo FLuc -1%, L3MBTL1 block -9%, Epigenetic derep 1.9%, IMPase Li cell -7%, HttQ103 aggreg 13%, NPSR antag -2% and CBFb RUNX1 block inconclusive.
For CCCCCc1nnc(NS(C)(=O)=O)s1 the results were KinaseGlo FLuc 0%, L3MBTL1 block -2%, Epigenetic derep -6.4%, IMPase Li cell 10%, HttQ103 aggreg 5%, NPSR antag -2% and CBFb RUNX1 block -2%.
For CCc1c(C)sc(NC(=O)c2cc(C)no2)c1C#N the results were KinaseGlo FLuc 2%, Epigenetic derep -0.2%, IMPase Li cell 1%[38.3 µM], HttQ103 aggreg 8%, NPSR antag -6%[46.1 µM] and CBFb RUNX1 block -12%.
Screening O=C(Nc1ccc(Cl)c(S(=O)(=O)Nc2ccccc2Cl)c1)c1cccs1 returned KinaseGlo FLuc 2%, L3MBTL1 block 2%, Epigenetic derep 2.0%, IMPase Li cell 11%, HttQ103 aggreg -10%, NPSR antag -26% and CBFb RUNX1 block -5%.
Screening COc1ccc(OC)c(NS(=O)(=O)c2ccc(NC(=O)C3COc4ccccc4O3)cc2)c1 (stereo unspecified) returned KinaseGlo FLuc -2%, Epigenetic derep -1.0%, IMPase Li cell 39%[activator][38.3 µM], HttQ103 aggreg -12%, NPSR antag -19%[46.1 µM] and CBFb RUNX1 block -11%.

A portion of the library (hit frequency here may not be typical).
